# STAT1 activator = activators of IFN-gamma induced STAT1 signaling; NIH 3T3 STAT1-luciferase reporter, luminescence; 100% = IFN-gamma alone, no compound; activation (% of control), % at 5.5 µM; actives 2.6% (n = 200,000);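 active = activation above the screen-wide mean activation plus 3 SD, cut at about 130% in these data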;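 note: raw ratio to IFN-gamma control signal so 100% means no change and 0% no light; values of inactives mirror those of a sister screen read the other way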
# RAM network inh = inhibitors of the yeast RAM network; actives 1.8% (n = 190,000); S. cerevisiae dse1pr::URA3 reporter, 5-FOA growth OD615, 2 d; analog-sensitive cbk1-as2 kinase mutant strain; inhibition, % at 50 µM;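 active = inhibition above a set limit, 3 SD over mean compound inhibition, cut at about 8.4% in these data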;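 note: 0% = DMSO-only wells with no growth and 100% = 10 µM 1-NA-PP1 full growth; inhibition rescues growth on 5-FOA so higher OD means more RAM inhibition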
# Hsp70 activator = switches on Hsp70 transcription; activation, % at 10 µM; HeLa Hsp70 promoter luciferase reporter, luminescence; scaled: vehicle 0, proteasome-inhibitor control 100%; actives 0.04% (n = 200,000);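 active = activation above the mean across all tested compounds plus 3 SD, cutoff set per campaign, cut at about 5.5% in these data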;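 note: 100% = MG132 at 30 µM as the positive control and 0% = DMSO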
# STAT1 inh = STAT1 signaling inhibition. NIH 3T3 STAT1-luciferase reporter, IFN-gamma, luminescence. inhibition, % at 5.5 µM. actives 0.35% (n = 200,000). AID 920;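 active = inhibition above a set limit, the mean inhibition across all tested compounds plus 3 SD, cut at about 34% in these data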;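 note: 0% = IFN-gamma with DMSO and 100% = IFN-gamma with 300 µM nifuroxazide; values of inactives mirror those of a sister screen read the other way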
# FLuc inh counter = inhibits firefly luciferase, flagging false hits in luciferase inhibition screens. P08659. ATPLite firefly luciferase biochemical luminescence, 10 min. inhibition, % at 10 µM. actives 1.5% (n = 200,000). AID 1006;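 active = inhibition above about 50% when tested at 10 µM, limit read from the data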
# Target sequence (P08659 whole entry, looked up): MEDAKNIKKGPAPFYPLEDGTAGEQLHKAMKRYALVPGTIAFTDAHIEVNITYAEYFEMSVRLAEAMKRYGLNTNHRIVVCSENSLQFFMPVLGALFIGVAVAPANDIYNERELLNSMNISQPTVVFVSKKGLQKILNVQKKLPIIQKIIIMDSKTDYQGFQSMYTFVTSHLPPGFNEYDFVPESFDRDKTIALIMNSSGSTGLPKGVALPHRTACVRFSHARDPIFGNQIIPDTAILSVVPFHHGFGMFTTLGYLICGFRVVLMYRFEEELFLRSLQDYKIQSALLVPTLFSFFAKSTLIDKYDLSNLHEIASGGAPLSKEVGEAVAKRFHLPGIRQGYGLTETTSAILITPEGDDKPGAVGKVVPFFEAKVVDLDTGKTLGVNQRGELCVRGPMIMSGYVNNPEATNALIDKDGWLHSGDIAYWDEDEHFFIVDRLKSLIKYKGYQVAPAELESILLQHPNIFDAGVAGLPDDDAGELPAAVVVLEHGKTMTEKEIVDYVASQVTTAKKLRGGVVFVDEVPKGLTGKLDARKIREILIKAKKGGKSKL
# APP 5UTR inh = APP translation inhibition. AID 1285. actives 0.82% (n = 190,000). inhibition, % at 2 µM. SH-SY5Y APP 5'UTR-luciferase reporter, luminescence;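 active = inhibition above a set limit, derived from the sample mean plus 3 SD, cut at about 45% in these data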; note: values of inactives mirror those of a sister screen read the other way
# STAT3 act = activators of IL-6 induced STAT3 signaling; U3A cells, IL-6 STAT3-luciferase reporter, luminescence; 100% = signal with IL-6 EC80 alone; activation (% of control), % at 5.6 µM; actives 0.91% (n = 190,000); AID 871;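 active = activation above the screen-wide mean of compound activation plus 3 SD, cut at about 130% in these data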;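 note: 0% = background luminescence of wells with medium and substrate only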
#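 Material: human U3A cells carrying STAT3-luciferase construct. Measured by: reporter luminescence signal. Timing: compound 1 h, then IL-6 6 h at 37 °C.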
# STAT3 blocker = STAT3 signaling inhibition; U3A cells, IL-6 STAT3-luciferase reporter, luminescence; host cell line lacks STAT1; actives 0.89% (n = 190,000); AID 862; inhibition, % at 5.5 µM;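 active = inhibition above the mean inhibition across all screened compounds plus 3 SD, cut at about 44% in these data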;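 note: 0% = DMSO only wells and 100% = 100 µM nifuroxazide control wells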
# NF-kB expr up = compounds increasing NF-kB expression in human neuronal cells; fold change at 12.5 µM; NF-kB reporter expression; stronger effect = higher value; actives 1.6% (n = 190,000); in the data active = fold change above about 3.3
# APP 5'UTR act = activates APP 5'UTR luciferase reporter | AID 1276 | SH-SY5Y APP 5'UTR luciferase reporter, luminescence; zero percent = DMSO vehicle wells | actives 1% (n = 190,000) | activation, % at 2 µM;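 active = activation above a set limit, based on mean plus 3 SD of controls, cut at about 140% in these data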; note: values of inactives mirror those of a sister screen read the other way
# * marks the source's active call; other numbers are inactive results; · = no result given.
compound,STAT1 activator,RAM network inh,Hsp70 activator,STAT1 inh,FLuc inh counter,APP 5UTR inh,STAT3 act,STAT3 blocker,NF-kB expr up,APP 5'UTR act
CCCOc1cccc(C(=O)N(Cc2cccs2)C2CCS(=O)(=O)C2)c1 (configuration not stated),99,0.9,0.1,1,-4,4,105,-6,1.2,-4
COc1ccc(O)c(CNn2c(-c3ccc(Br)cc3)nc3ccccc3c2=O)c1,88,6.0,0.1,12,5,24,91,12,0.95,-24
Fc1ccccc1Cn1nnc2c(NCc3ccccn3)ncnc21,110,1.1,-0.4,-9,-3,10,102,4,1.1,-10
C=Cc1cccc(NC(=O)COc2ccccc2)c1,111,1.8,0.3,-10,3,4,87,19,1.2,·
Cc1ccc(S(=O)(=O)Cn2nnnc2C(C)N2CCN(C(=O)c3ccco3)CC2)cc1 (configuration not stated),102,1.1,-0.1,-2,-2,4,107,-2,1.3,-4
NS(=O)(=O)c1ccc(CNC(=S)NC2CCCC2)cc1,100,1.8,0.3,-1,-1,-7,100,7,1,7
COc1ccc(/C=N/NC(=S)Nc2ccccc2)cc1,133*,-0.8,-0.4,-38,37,-36,95,8,2.2,36
CC(C)C[C@H](NC(=O)Nc1cccc(Br)c1)C(=O)O,92,2.1,-0.2,9,-5,17,90,12,0.92,-17
Cn1cccc1C(=O)Nc1nccs1,102,-0.1,0.2,-3,-2,-20,140*,-44,1.3,20
COc1ccc(CCNC(=O)c2cc(-c3ccco3)on2)cc1OC,108,3.4,0.3,-11,-3,-5,111,-3,4.5*,5
CCOCCCNC(=O)Cn1ncc2c(=O)oc3ccccc3c21,110,3.7,-0.4,-12,-9,-4,101,5,1,4
CC(C)[C@@H]1NC(=O)c2cc([N+](=O)[O-])cc(I)c2NCCCC[C@@H](C(=O)NC(CC(=O)O)C(N)=O)NC(=O)[C@H](CO)NC1=O (some centres not stated),102,1.4,-0.3,-3,-7,3,99,-1,1.3,-3
c1ccc(CNc2ncnc3nc[nH]c23)cc1,100,-1.0,-0.2,0,-4,-2,107,-8,1.1,2
O=C(O)CCC(=O)NNC(=O)CCC(=O)NCc1ccccc1,104,-1.3,0.1,2,-3,-2,101,8,1.1,2
Nc1cc[n+](CC(=O)Nc2ccccc2)cc1,103,1.7,-0.3,-3,-7,-2,102,0,1.2,2
COc1ccc2[nH]c(=O)c(CN(C)C(=O)COc3ccccc3)cc2c1,108,2.6,-0.3,-8,-8,0,102,3,1.1,0
CC1(C)Cc2nc3sc4c(OCc5ccccc5)ncnc4c3cc2CO1,99,4.9,-0.2,2,-9,-7,96,16,0.75,7
Cc1cccc(C(=O)Nc2ccc(NC(=O)Cc3ccc(Cl)cc3)cc2)c1,96,3.5,-0.1,4,-7,5,94,9,1.1,-5
Clc1ccc(CN2CCN(/N=C/c3cccnc3)CC2)cc1,91,1.7,-0.5,9,3,-7,96,7,1.4,7
CCCc1[nH]nc2c1C(c1ccc(OCCN3CCOCC3)c(OC)c1)C(C#N)=C(N)O2 (configuration not stated),102,-0.8,0.1,-1,-9,-14,98,8,0.75,14
CC(C)(C)NC(=O)c1ccncc1,96,2.2,-0.1,5,-8,24,103,2,0.91,-23
O=C(Nc1ccc(F)cc1)C(Sc1nnc2ccccn12)c1ccccc1 (configuration not stated),103,2.1,-0.4,-4,-10,-4,101,2,1.1,3
CCOC(=O)N/N=C/c1c(C)nn(-c2cccc(C(F)(F)F)c2)c1Cl,100,0.3,-0.4,2,2,86*,84,18,1.8,-86
COc1ccc2c(c1)sc1nc(-c3ccccc3)cn12,34,0.8,-0.3,71*,97*,86*,15,106*,0.63,-87
CC(=O)C(Cc1ccccc1)NC(=O)CN1CCN(Cc2ccccc2)CC1 (configuration not stated),89,-1.0,0.1,12,0,-45,102,-3,1.3,45
Cc1[nH]c2ccccc2c1SCC(=O)NC1CCCCC1,93,1.4,-0.1,7,-5,-3,93,13,1.3,3
CNCC(=O)Nc1c(C)n[nH]c1C,97,0.9,0.1,3,-5,12,101,3,1.1,-12
O=C(CN1CCC(n2nnc3ccccc32)CC1)NCc1cccs1,100,1.8,-0.2,0,-10,-7,103,6,1,7
O=C(NC(=S)N1CCN(C/C=C/c2ccccc2)CC1)c1ccco1,104,-0.1,-0.2,-5,-4,-8,99,10,1.2,8
Clc1ccc(-c2cn3cccnc3n2)cc1,133*,-0.4,-0.3,-35,36,-16,86,16,2.3,16
O=C(C[n+]1ccccc1)Nc1nc2ccccc2s1,88,1.6,0.0,13,3,-17,106,-2,1.1,17
CC1CCN(C(=O)C2CCN(S(=O)(=O)c3cccc4nonc34)CC2)CC1,93,0.5,-0.4,7,-6,2,100,4,1.2,-2
Cc1ccc(CNc2nc(N)c([N+](=O)[O-])c(NCc3ccccc3)n2)cc1,91,2.9,0.0,10,-4,10,78,24,1,-10
CS(=O)(=O)N1CCC(Oc2ccccc2C(=O)NC2CCCCCC2)CC1,99,1.1,-0.3,0,-5,8,104,0,1.1,-8
Cc1ccc2cc3cc(C(=O)N4CC(C)CC(C)C4)oc3nc2c1 (configuration not stated),113,1.3,-0.1,-14,4,-14,96,8,1.4,14
COc1ccc2nc(Nc3nc(C)c(C(C)=O)s3)sc2c1,164*,3.2,0.6,-66,24,-46,110,-8,2.6,46
O=C1CC(c2ccc3c(c2)OCO3)c2cc3c(cc2N1)OCO3 (configuration not stated),92,1.1,0.2,5,-2,10,103,-4,1.3,-11
N#Cc1c(/N=C/N2CCOCC2)sc2c1CCCCC2,155*,0.4,0.4,-60,23,-123,112,-9,4.9*,123
CCOC(=O)c1sc(NC(=O)C2CC2)nc1C,105,0.2,-0.3,-6,-1,6,100,5,1.3,-6
Oc1ccc(-c2cn3c(n2)SCC3)cc1O,97,1.7,-0.3,3,8,20,96,5,0.73,-20
CCc1ccccc1NC(=O)CSc1nnc([C@@H](NC(=O)OC(C)(C)C)C(C)C)o1,103,1.6,-0.4,-3,-6,4,99,8,0.98,-4
COc1ccc(C2CC(=O)N3C(=C2C#N)SCC3(O)c2ccccc2)cc1 (configuration not stated),88,1.9,-0.2,13,-6,-20,89,17,0.89,20
Cc1nnc(N/N=C/C2CC=CCC2)[nH]c1=O (configuration not stated),98,2.2,0.0,0,-4,16,98,9,1.4,-15
CN(Cc1ccccc1)c1ccc(N2C(=O)CCCC2=O)cc1[N+](=O)[O-],98,2.9,0.1,2,-4,-1,106,-7,1,1
Cc1nnc(NC(=O)C2CCCN(c3ncccn3)C2)s1 (configuration not stated),98,1.0,-0.1,2,-5,7,109,-7,0.9,-7
COCCN(Cc1cc2cc(C)c(C)cc2nc1Cl)C(=O)N1CCOCC1,94,-0.4,-0.1,6,-2,10,94,10,1,-10
Clc1ccc(CSc2nnc(-c3c[nH]c4ccccc34)o2)cc1,101,2.7,-0.2,-1,-4,0,88,15,1.7,0
COc1ccc(/C=C/C(=O)OCC(=O)Nc2ccc(Cl)cn2)cc1,100,2.9,-0.2,1,-9,-9,97,11,1.2,9
Cc1ccc(C(=O)n2nnc3ccccc32)cc1,105,·,0.3,-1,·,-5,103,-2,·,5
COc1cccc(-n2c(=O)[nH]cc(C(=O)Nc3ccc(NC(C)=O)cc3)c2=O)c1,104,0.7,-0.4,-4,1,-17,95,10,1.3,17
COc1ccc(NS(=O)(=O)c2coc(C(N)=O)c2)cc1Cl,98,0.2,-0.2,2,-9,1,104,1,1.1,-1
Cc1ccc(C2C(/C=C3/SC(=S)NC3=O)=C(c3cccs3)Oc3ccccc32)cc1 (configuration not stated),104,10*,-0.1,-6,-9,2,96,6,0.84,-2
CCOc1cc(/C=N/NC(=O)CSc2nnc(C)s2)ccc1OCc1ccccc1Cl,92,7.0,-0.5,9,-6,-2,109,-8,0.95,2
CCCn1c(C(O)c2ccc(OC)cc2)nc2ccccc21 (configuration not stated),104,0.4,0.4,-4,-6,-7,97,4,1.5,7
CCOC(=O)/C(C#N)=C/c1ccc(-c2ccsc2C(=O)OC)o1,109,0.9,-0.1,-10,-7,-19,101,1,1.8,19
CCn1c(-c2ccc(OC)c(OC)c2)n[nH]c1=S,99,0.1,-0.1,2,-3,-16,101,1,1.1,·

# (next part)
compound,STAT1 activator,RAM network inh,Hsp70 activator,STAT1 inh,FLuc inh counter,APP 5UTR inh,STAT3 act,STAT3 blocker,NF-kB expr up,APP 5'UTR act
CC(C)C[C@@H](CN(N=O)[C@@H](Cc1ccccc1)CN(C)N=O)N(CCc1ccccc1)N=O,94,4.9,0.5,8,-7,-6,·,·,1.2,6
O=C(Nc1cc(N2CCOCC2)ncn1)Nc1cccc2ccccc12,97,2.8,-0.1,-4,0,13,83,23,1.4,-13
COc1cc(NC(=O)c2ccccc2)c(OC)cc1NC(C)=O,99,2.0,-0.1,1,-1,6,101,4,1.7,-6
CC(C)NC(=O)c1ccc(-c2cccc(C(F)(F)F)c2)o1,113,2.5,-0.3,-14,-1,-14,96,9,1.1,14
Cc1ccc(S(=O)(=O)N2CCC(=O)N(CCOCc3ccccc3C)CC2)cc1,93,0.7,-0.3,8,0,7,94,4,1,-7
Cc1cc(NC(=O)c2cccc(S(=O)(=O)N3CCCCCC3)c2)n(-c2ccccn2)n1,91,3.3,-0.2,10,-2,-4,99,2,0.86,4
Cc1ccc(C(=O)Cn2cnc3ccccc3c2=O)cc1,133*,-1.7,0.7,-35,8,-90,107,-7,2.4,90
O=C(NNc1nc2cc3c(cc2s1)OCCO3)c1ccccc1,132*,0.4,0.0,-34,11,-38,104,5,1.9,38
COc1ccccc1NC(=O)N(Cc1ccco1)Cc1cc2c(C)ccc(C)c2[nH]c1=O,94,2.4,-0.5,7,-5,-1,96,6,0.48,1
Cc1ccc(NC(=O)CCC(=O)NNC(=O)c2ccccc2Cl)c(C)c1,96,2.4,-0.2,5,4,-2,96,4,0.91,2
CC(/C=C(\NC(=O)c1ccccc1)C(=O)N=Nc1c(O)[nH]c2ccc(C)cc12)=C\c1ccccc1,104,7.5,-0.4,-5,-4,13,131,-38,0.36,-13
Cc1cc(C)c2c(=O)[nH]c(SCC(=O)Nc3ccc(N(C)C)cc3)nc2n1,106,1.3,0.0,-7,2,-8,110,-7,1.1,8
O=[N+]([O-])c1cc(S(=O)(=O)c2ccc(N3CCCCC3)c([N+](=O)[O-])c2)ccc1N1CCCCC1,100,5.2,-0.2,0,-4,-17,97,1,0.89,17
Cc1cccc(C(=O)NNC(=O)c2cccc(C)c2)c1,107,0.1,-0.3,-8,-2,-25,97,8,1.3,25

# Some of these compounds in order of their number in APP 5'UTR act, highest first.
SMILES	APP 5'UTR act
COc1ccc2nc(Nc3nc(C)c(C(C)=O)s3)sc2c1	46
Clc1ccc(CSc2nnc(-c3c[nH]c4ccccc34)o2)cc1	0
COc1ccc(NS(=O)(=O)c2coc(C(N)=O)c2)cc1Cl	-1

# Screens (PubChem)

# Outcome played no part in choosing rows; any-hit rate near 7.7%.
